# HTT ATP protect: Huntington cell model cytoprotection by ATP luminescence; 230,000 compounds, 0.14% hits; PC12 HTT-Q103 induced, cytoprotection, ATP luminescence, 40 h; Potency, µM (series often up to 56.4 µM), for inactives: cytoprotection (ATP increase), most hits filed as activators; AID 1471;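 also: % of control where 0% means no effect; nearly all actives have a fitted effect of over 45% in size; toxic huntingtin expression switched on by the ecdysone agonist tebufenozide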
#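 Quantitative HTS on tebufenozide-induced (100 nM) PC12 cells expressing HTTQ103 exon 1–GFP; compounds tested as a concentration series; survival measured via cellular ATP.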
# GAA inhib: blocks human lysosomal alpha-glucosidase; purified human GAA, 4-MU-alpha-glucoside fluorescence; Potency, µM (doses to about 76.9 µM), without a hit: top-dose activity change, negative = inhibition, actives largely listed as inhibitors; 200,000 compounds, 0.005% hits;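 also: plate controls were uninhibited enzyme wells for no effect and no-enzyme background for full effect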
#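 Fluorogenic assay: 4 nM human alpha-glucosidase with 400 uM 4-methylumbelliferyl-alpha-D-pyranoside in 50 mM citrate/phosphate, 0.005% Tween-20, pH 5.0, 20 min at room temperature. Compounds tested up to 77 uM; AC50 from Hill fits.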
# GAA spleen mod: inhibitors or activators of human alpha-glucosidase in spleen homogenate; 240,000 compounds, 0.006% hits; Potency, µM (top dose mostly 79.9 µM), without a hit: at the highest dose activity change, negative = inhibition, usual class: inhibitors; human spleen homogenate, 4-MU-alpha-glucoside fluorescence; P10253;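 also: 0% = enzyme with vehicle and -100% = no enzyme basal signal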
#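 Human spleen homogenate (1 ug) with 4-methylumbelliferyl-alpha-D-glucopyranoside (1 mM final) in 50 mM citrate/phosphate pH 5.0, 0.01% Tween-20; 40 min at 37 C. Stopped at pH 10; 4-MU fluorescence Ex 365/Em 440 nm; AC50 by Hill fit.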
# HTT aggregate: inhibitors of mutant huntingtin aggregate formation in PC12 cells; 220,000 compounds, 1.1% hits; AID 1688; Potency, µM (doses to about 46.1 µM), without a hit: top-dose activity change, negative = inhibition, hits mostly inhibitors; PC12 HttQ103-GFP aggregates, Acumen cytometry, 40 h; also: % is scaled to controls: 0 for no effect and ±100 for the full control effect; nearly all actives have a fitted effect of over 60% in size
#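 PC12 cells with ecdysone-inducible HTT exon1 Q103-GFP, induced by 100 nM tebufenozide, given compounds in a concentration series. GFP aggregates (1–25 um, 6 SD above background) counted in lysates by laser-scanning cytometry, 488 nm excitation.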
# GoLoco inh red: RGS12 GoLoco-Gai1 interaction inhibition | P63096 | Gai1:RGS12 GoLoco peptide FP, rhodamine, 10 min | Potency, µM (series often up to 61.6 µM), for inactives: at the highest dose activity, negative = inhibition, usual class: inhibitors | 230,000 compounds, 0.44% hits; active = well fitted inhibition curve with a large enough effect, not every such curve was filed as active; inactive = no such curve, though single readings can be large or run the other way; also: % is scaled to controls: 0 for no effect and ±100 for the full control effect; nearly all actives have a fitted effect of over 30% in size; many of its hits are not listed in these tables
# Target sequence (P63096 whole entry, looked up): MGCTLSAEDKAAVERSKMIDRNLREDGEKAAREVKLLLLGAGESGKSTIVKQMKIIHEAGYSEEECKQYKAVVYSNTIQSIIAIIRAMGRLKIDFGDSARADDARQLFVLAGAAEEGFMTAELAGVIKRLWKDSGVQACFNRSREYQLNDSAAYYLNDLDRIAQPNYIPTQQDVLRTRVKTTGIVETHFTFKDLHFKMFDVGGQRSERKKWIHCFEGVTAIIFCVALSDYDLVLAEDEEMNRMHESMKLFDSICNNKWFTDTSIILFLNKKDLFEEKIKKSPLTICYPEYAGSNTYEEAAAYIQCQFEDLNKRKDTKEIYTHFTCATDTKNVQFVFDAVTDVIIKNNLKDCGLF
# IMPase Li cell: IMPase inhibition in cells with lithium potentiation. AID 1457. CHO-M1 cells, IP1 TR-FRET (IP-One), carbachol + lithium. Potency, µM (titrated, usually from 59.4 µM), for the others: top-dose activity, negative = IMPase inhibition, hits mostly inhibitors. 210,000 compounds, 0.35% hits;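 also: IP1 builds up when IMPase is blocked and the TR-FRET signal falls; plate controls were basal vehicle for no effect and high inhibitor control for full effect; nearly all actives have a fitted effect of over 50% in size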
#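 Test compounds were applied to CHO-M1 cells previously cultured for 16–30 h at 2000 per well. A small lithium amount accompanied them; after 30 min at 37C, IP1 was quantified by TR-FRET.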
# GAA glycogen: alters human alpha-glucosidase cleavage of glycogen. P10253. recombinant GAA, glycogen substrate, Amplex Red glucose oxidase fluorescence. Potency, µM (top dose mostly 76.4 µM), without a hit: at the highest dose activity change, negative = inhibition, actives largely listed as inhibitors. 300,000 compounds, 0.38% hits;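 also: 0% = full enzyme reaction and -100% = no-enzyme basal signal; the screen sought inhibitors and activators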
#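 Natural-substrate format: glycogen cleavage by 4 nM human enzyme, glucose read by Amplex Red coupling (Ex 573, Em 610 nm). Normalized to enzyme and no-enzyme controls.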
# The depositor's hits bear a star; ? = inconclusive; / = no result given; & = joins results of further samples; [ ] = remark or other dose. Unless noted, calls follow the shape of the dose curve; as a rule, active = well fitted curve in the direction sought with a large enough effect; inconclusive = small, poorly fitted or top-dose-only effect, or another doubt; inactive = no such curve, though single readings can be large; an effect the other way counts as inactive or inconclusive. Potency is read from the fitted curve at half-maximal effect. The list is partial; rates above refer to the full screens.
SMILES	HTT ATP protect	GAA inhib	GAA spleen mod	HTT aggregate	GoLoco inh red	IMPase Li cell	GAA glycogen
C#CCOCCOCCOCCNc1nc(N2CCN(C(=O)[C@H](C)n3cc(CCCN=C(N)N)nn3)CC2)nc(N2CCN(C(=O)[C@H](Cc3ccc(O)cc3)n3cc(CCO)nn3)CC2)n1	/	-2.3%	1.3%	-10.8%	-0.7%	-2.8%	2.6%
O=C(CSc1n[nH]c(=O)[nH]c1=O)NC1CCCCC1	7.1%[10 µM]	/	1.1%	0.5%[9.22 µM]	9.8%	/	11.5%
O=P(c1ccccc1)(c1ccccc1)c1nc(-c2ccccc2)oc1NCc1ccccc1	-13.6%	-4.8%	/	11.2µM*	0.9%	0.3%	-13.7%
CCC1Oc2ccccc2N(CC(=O)NCCCN2CCCCC2C)C1=O (configuration not stated)	1.0%[0.074 µM]	1.2%	-5.9%	-4.6%	-0.6%	13.6%[38.3 µM]	5.0%
COc1ccc(CS(=O)(=O)CC2(O)CCN(C(=O)c3cccc(C(F)(F)F)c3)CC2)cc1	23.6%[10 µM]	1.2%	-0.6%	-12.8%	1.5%	5.2%	4.0%
COCCn1c(=O)c(-c2cccc(C#N)c2)nc2cnc(Oc3ccc(OC)cc3)nc21	-72.6%[inhibitor]	/	4.1%	/	-5.7%	10.5%	/
COc1cc(C(=O)NC(C(=O)Nc2cccc(C(C)=O)c2)C(C)C)cc(OC)c1OC (configuration not stated)	-60.8%[inhibitor]	-5.4%	2.0%	12.9%	14.0%	9.6%	-4.2%
CCO[C@@H]1OC(C(=O)NCc2ccccc2)=C[C@H](c2ccc(C(F)(F)F)cc2)[C@H]1CCCO	-14.6%[10 µM]	/	0.5%	-4.5%[9.22 µM]	0.6%	18.0%	-19.6%
CCCCOC(=O)c1ccc(NC(C)=O)cc1	-1.1%	-1.1%	-6.6%	3.7%	4.6%	-9.4%[38.3 µM]	0.5%
CN(NC1CC(=O)N(c2ccccc2)C1=O)c1ccccc1 (configuration not stated)	5.3%[10 µM]	-3.8%	3.0%	-7.8%	-7.2%	-6.6%	?
O=S(=O)(c1ccc(S(=O)(=O)N2CCN(C/C=C/c3ccccc3)CC2)cc1)N1CCCC1	6.8%[10 µM]	-12.7%	-5.2%	-7.4%	5.9%	16.9%[38.3 µM]	-8.6%
c1ccc(-n2c3ccccc3c3ccccc32)cc1	-4.5%[10 µM]	-13.2%	-11.3%	3.3%[9.22 µM]	4.6%	/	-0.8%
COc1ccc(N2CCN(S(=O)(=O)c3ccc(Br)s3)CC2)cc1	-16.6%	-2.7%	5.8%	-11.2%	-9.4%	30.3%[38.3 µM]	-3.3%
C[C@H]1CCC[C@@]2(O[C@@H](CCO)C[C@@H](O)[C@@H]2O)O1	-11.7%[10 µM]	/	-2.1%	35.9%[9.22 µM]	0.9%	/	-2.3%
COc1ccc(-c2cnnc(N/N=C/c3ccc(O)cc3)n2)cc1	/	-14.7%	-23.0%	?	7.5%	8.6%	-10.7%
COc1ccc(N2CCN(C(CNC(=O)C(C)(C)C)c3ccco3)CC2)cc1 (configuration not stated)	-25.0%	2.1%	-12.0%	2.5%	-2.1%	2.4%	-2.2%
O=c1[nH]c(-c2cccs2)nc2ccccc12	-16.1%	0.3%	-1.9%	9.3%	-0.4%	21.4%[38.3 µM]	4.0%
CC(C)(C)c1ccc(S(=O)(=O)/C=C/C#N)cc1	/	/	2.6%	/	4.6%	17.2%	/
NC(CSS(=O)(=O)O)=NCCC12CC3CC(CC(O)(C3)C1)C2	22.5%[10 µM]	-5.2%	-0.1%	10.7%	-16.6%	1.1%	-5.3%
COc1ccc(C2(C(=O)NCCN3CCOCC3)CCOCC2)cc1	6.7%	-10.3%	1.1%	7.2%	-2.4%	5.8%[38.3 µM]	6.1%
O=C1CC(=O)N(CCc2ccccc2)C(=O)N1CCc1ccccc1	-9.1%[0.074 µM]	?	-0.6%	0.398µM*	25.4%	19.2%[38.3 µM]	-6.4%
Cc1cc(C)c(C(=O)/C=C/c2ccc(C(C)C)cc2)c(=O)[nH]1	-2.1%	2.5%	-6.6%	?	6.0%	12.6%[38.3 µM]	-4.7%
Nc1c(C(=O)c2ccccc2)sc2c1c(=O)[nH]c(=O)n2-c1ccccc1	2.8%[1.9 µM]	-11.0%	2.9%	3.8%	16.5%	-0.4%	-5.3%
COC(=O)CCC(=O)OC1(C)C(=O)C=C2C=C(C3CC3)N(C3CCCCC3)C=C2C1=O (configuration not stated)	-0.5%&-9.3%[10 µM]	/	0.8%[17.4 µM]	-34.7%[9.22 µM]	2.7%[14.2 µM]	2.6%	8.8%
Cc1cc(C)c(C(=O)COC(=O)c2ccc(NC(=O)CC#N)cc2)cc1C	-23.3%[10 µM]	/	-4.7%	-9.7%[9.22 µM]	55.5%[activator]	/	1.3%
Cc1c(NC(=O)CSc2ncn[nH]2)c(=O)n(-c2ccccc2)n1C	26.6%[1.9 µM]	-5.4%	-3.1%	-6.7%	-4.9%	2.4%	2.0%
CC1(CC(=O)O)SC(=O)NC1=O (configuration not stated)	2.3%	0.1%	6.0%	0.4%	3.3%	-8.0%[38.3 µM]	9.3%
COc1ccc(NC(=S)N2CCC(N(C)CCN3CCOCC3)CC2)cc1Cl	-1.9%[10 µM]	0.1%	3.7%	23.0%	5.9%	4.5%	2.9%
CC(C)C[C@@H](CC(=O)N[C@@H](CCC(=O)O)CC(=O)O)NC(=O)[C@@H]1CCCC[C@H]1NC(=O)C[C@H](CCCN)NC(=O)C[C@H](Cc1ccccc1)NC(=O)[C@@H]1CCCC[C@H]1N	-5.7%[1.9 µM]	/	-0.6%	/	2.5%	0.2%	/
C[C@]12C[C@@](C)(C=C1/C=C/c1ccc(C(F)(F)F)cc1)C(=O)C[C@H]2c1ccc(C(F)(F)F)cc1	16.5%	/	-0.1%	/	-1.9%	0.4%	/
CC(C)(C)Sc1ccc(N)nc1	-4.9%	0.7%	-9.9%	-4.8%	6.8%	-6.6%[38.3 µM]	7.9%
Cc1ccc(NC(=O)CSc2nc3ccccc3c(=O)n2CCCN2CCCCC2)cc1Cl	-49.3%[inhibitor]	-2.8%	-19.3%	-15.5%	0.6%	3.7%	3.7%
O=C(Nc1ccc2c(c1)OCCO2)C1CCN(C(=O)c2ccc(F)cc2)CC1	-22.9%	-5.2%	-7.1%	-6.7%	4.1%	1.6%[38.3 µM]	2.8%
C=C(C)c1cccc(C(C)(C)NC(=O)NCC2CCCO2)c1 (configuration not stated)	-4.7%[1.9 µM]	-3.9%	4.2%	3.1%	-6.3%	11.3%[38.3 µM]	-11.2%
CC(=O)NC(=S)NNC(=O)CCc1ccccc1	-35.0%	3.5%	4.9%	35.2%[9.22 µM]	5.6%	-4.3%	-23.6%
Cc1noc(/C=C/Nc2ccc(F)cc2F)c1[N+](=O)[O-]	-84.5%[inhibitor]	-0.5%	-17.0%	-7.5%	1.2%	4.2%	2.2%
CCCc1cc(=O)[nH]c(SCC(=O)N(C)CC(=O)Nc2ccccc2CC)n1	-6.4%[10 µM]	-6.9%	1.6%	-0.7%	3.3%	0.8%[38.3 µM]	12.3%
COCC(=O)Nc1ccccc1Br	/	-2.6%	-1.7%	1.7%	-0.8%	-3.1%	6.7%
COc1cccc([C@@H]2Oc3ccc(OC)cc3C(=O)[C@H]2OC(=O)NCc2ccc3c(c2)OCO3)c1	-83.6%[inhibitor]	3.0%[15.4 µM]	-4.6%&-4.0%	?	1.2%&9.6%	16.7%&6.3%	-14.1%
Cc1ccc(NC(=O)CN2C(=O)c3ccccc3C2=O)nc1	/	9.2%	-2.7%	/	13.2%	-7.3%	7.3%

# Full records from above. Order of values: HTT ATP protect, GAA inhib, GAA spleen mod, HTT aggregate, GoLoco inh red, IMPase Li cell, GAA glycogen
# COC(=O)CCC(=O)OC1(C)C(=O)C=C2C=C(C3CC3)N(C3CCCCC3)C=C2C1=O (configuration not stated) reads -0.5%&-9.3%[10 µM], /, 0.8%[17.4 µM], -34.7%[9.22 µM], 2.7%[14.2 µM], 2.6%, 8.8%
# CC(=O)NC(=S)NNC(=O)CCc1ccccc1 reads -35.0%, 3.5%, 4.9%, 35.2%[9.22 µM], 5.6%, -4.3%, -23.6%

# New compounds follow
SMILES	HTT ATP protect	GAA inhib	GAA spleen mod	HTT aggregate	GoLoco inh red	IMPase Li cell	GAA glycogen
O=C(Cc1c(F)c(F)c(F)c(F)c1F)OC12CC3CC(C1)C(=O)C(C3)C2	5.8%	-11.5%	2.2%	-17.4%	-4.4%	21.1%[38.3 µM]	-3.8%
COc1cccc(C(c2sc3nc(C)nn3c2O)N2CCN(c3ccccc3F)CC2)c1 (configuration not stated)	7.0%	2.1%	-1.9%	10.7%	2.1%	-1.2%	-0.1%
O=C(/C=C/c1ccccc1)NC(=S)Nc1ccc(N2CCOCC2)c(Cl)c1	0.3%	-3.6%	3.9%	-6.5%	/	/	14.2%
O=C(Nc1nc2ccsc2c(=O)s1)C1CCC1	5.9%[10 µM]	/	-0.7%	-14.9%[9.22 µM]	-4.8%	/	1.1%
COc1ccccc1OCCSc1nc(C)c(Cc2ccccc2)c(=O)[nH]1	-8.4%[10 µM]	/	-1.5%	-11.9%[9.22 µM]	3.0%	/	-1.2%
NCCc1nnc(SCc2ccccc2F)o1	12.7%	-0.3%	3.1%	7.2%[9.22 µM]	9.4%	-0.5%[38.3 µM]	-3.9%
CC1CCCC(C)N1C(=O)COC(=O)c1cc(Br)ccc1Cl (configuration not stated)	-26.0%	-8.7%	/	1.0%	-5.4%	31.9%[activator]	-1.7%
N/C(=N\OC(=O)c1ccco1)c1cccnc1	-14.4%[10 µM]	6.6%	-6.6%	-0.9%[9.22 µM]	-1.9%	-4.6%	19.6%
COc1ccc(-n2cnc3c(sc4nc(N5CCOCC5)c5c(c43)CCCC5)c2=O)cc1	-52.5%[inhibitor]	3.2%	0.0%	?	-6.6%	10.6%	-0.8%
O=C(C1CCN(S(=O)(=O)c2cccs2)CC1)N(c1ccccn1)C1CCCCC1	7.4%	-1.7%	3.6%	-5.9%	-0.8%	-5.0%	-2.0%
CCNC(=O)N1c2ccc(OC)cc2C(C)=CC1(C)C	-2.7%	5.5%	-3.0%	8.1%	-5.2%	17.4%[38.3 µM]	?
COc1ccc(N(CC(=O)NCc2ccco2)S(=O)(=O)c2ccc(C)cc2)cc1	/	?	-6.5%	/	8.4%	4.4%	-16.5%
S=c1[nH]nc(/C=C/c2ccccc2)o1	-68.4%	0.2%	-1.3%	24.9%	-3.0%	-0.7%	9.4%
